Screening data as filed in PubChem BioAssay.
NSD2 inh = inhibitors of human NSD2 methyltransferase; 44,000 compounds, 0.07% hits; AID 624260; O96028; NSD2-SET H3K36me1 DELFIA fluorescence, biochemical; inhibition, % at 12.5 µM; in the data active = inhibition above about 54%, passing the limit was not always enough; inconclusive = no clear call, values can overlap the other calls;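 also: inhibitors reduce the monomethyl H3K36 fluorescence signal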
Target sequence (O96028 whole entry, looked up): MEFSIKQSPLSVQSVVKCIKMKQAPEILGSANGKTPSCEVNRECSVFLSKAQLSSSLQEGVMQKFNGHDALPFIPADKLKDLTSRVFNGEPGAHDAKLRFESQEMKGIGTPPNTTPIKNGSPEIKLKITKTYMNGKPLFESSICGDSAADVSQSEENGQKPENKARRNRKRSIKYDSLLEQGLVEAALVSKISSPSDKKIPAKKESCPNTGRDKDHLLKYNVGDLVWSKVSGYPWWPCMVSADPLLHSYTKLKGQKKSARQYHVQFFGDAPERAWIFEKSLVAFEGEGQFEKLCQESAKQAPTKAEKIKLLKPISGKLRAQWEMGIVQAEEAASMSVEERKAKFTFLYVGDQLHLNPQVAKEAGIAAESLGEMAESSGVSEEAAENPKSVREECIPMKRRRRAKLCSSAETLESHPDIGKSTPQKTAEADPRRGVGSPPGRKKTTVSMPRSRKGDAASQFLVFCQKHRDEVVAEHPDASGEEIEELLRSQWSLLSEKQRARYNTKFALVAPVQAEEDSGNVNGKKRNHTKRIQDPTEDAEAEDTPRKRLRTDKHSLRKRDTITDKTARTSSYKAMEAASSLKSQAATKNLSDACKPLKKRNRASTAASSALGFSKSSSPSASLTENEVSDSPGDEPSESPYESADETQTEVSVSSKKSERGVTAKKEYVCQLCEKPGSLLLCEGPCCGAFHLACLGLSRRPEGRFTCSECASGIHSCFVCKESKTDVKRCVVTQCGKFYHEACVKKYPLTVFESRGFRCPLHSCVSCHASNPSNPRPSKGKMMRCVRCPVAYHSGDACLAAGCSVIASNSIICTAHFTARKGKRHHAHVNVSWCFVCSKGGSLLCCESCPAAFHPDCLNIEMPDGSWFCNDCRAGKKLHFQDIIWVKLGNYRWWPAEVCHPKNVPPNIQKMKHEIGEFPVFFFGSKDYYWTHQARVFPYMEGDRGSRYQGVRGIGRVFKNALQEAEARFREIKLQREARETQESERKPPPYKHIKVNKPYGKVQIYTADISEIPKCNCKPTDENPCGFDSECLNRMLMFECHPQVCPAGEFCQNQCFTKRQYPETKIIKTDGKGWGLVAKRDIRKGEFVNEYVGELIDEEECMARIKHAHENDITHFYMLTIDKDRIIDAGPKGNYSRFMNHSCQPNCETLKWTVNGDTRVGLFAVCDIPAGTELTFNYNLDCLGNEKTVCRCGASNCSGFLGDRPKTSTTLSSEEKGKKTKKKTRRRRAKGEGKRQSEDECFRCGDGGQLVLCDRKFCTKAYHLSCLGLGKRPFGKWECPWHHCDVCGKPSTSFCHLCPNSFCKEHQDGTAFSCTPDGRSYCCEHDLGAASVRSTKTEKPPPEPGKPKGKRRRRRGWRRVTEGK
The depositor's hits bear a star. An excerpt; count on the stated rates, not on these rows.

Start of the data: the first 9 compounds, to show the layout:
Screening CNC[C@H]1Oc2c(NS(C)(=O)=O)cccc2C(=O)N([C@H](C)CO)C[C@@H]1C returned NSD2 inh 3.
`Cc1ccc(S(=O)(=O)Nc2ccc3c(c2)CC(=O)N([C@@H](C)CO)C[C@@H](C)[C@@H](CN(C)S(=O)(=O)c2ccc(F)cc2)O3)cc1` gave NSD2 inh -3.
`C[C@@H]1CN([C@H](C)CO)C(=O)c2cc(NC(=O)Nc3ccc(F)cc3)ccc2O[C@H]1CN(C)C(=O)Nc1ccc(C(F)(F)F)cc1` gave NSD2 inh -12.
`C[C@H](CO)N1C[C@H](C)[C@H](CN(C)Cc2ccc(C(=O)O)cc2)Oc2ccc(NS(C)(=O)=O)cc2C1=O` gave NSD2 inh 2.
`C[C@H](CO)N1C[C@H](C)[C@H](CN(C)C)Oc2cc(C3=CCCC3)ccc2S1(=O)=O` gave NSD2 inh -5.
`CC(C)NC(=O)N(C)C[C@H]1Oc2ncc(-c3cccc(C#N)c3)cc2C(=O)N([C@@H](C)CO)C[C@@H]1C` gave NSD2 inh -2.
Screening COC1(C2=NCCN2)COc2ccccc2O1 (stereo unspecified) returned NSD2 inh 1.
C[C@H]1CN([C@@H](C)CO)C(=O)c2cc(C#Cc3cccc(F)c3)cnc2O[C@@H]1CN(C)C(=O)c1ccccc1F was read as NSD2 inh -4.
For O=C(O)CCCCCCC(=O)N/N=C/c1ccccc1O the results were NSD2 inh 4.

Results, from the start:
Screening CNC[C@H]1Oc2c(NS(C)(=O)=O)cccc2C(=O)N([C@H](C)CO)C[C@@H]1C returned NSD2 inh 3.
`Cc1ccc(S(=O)(=O)Nc2ccc3c(c2)CC(=O)N([C@@H](C)CO)C[C@@H](C)[C@@H](CN(C)S(=O)(=O)c2ccc(F)cc2)O3)cc1` gave NSD2 inh -3.
`C[C@@H]1CN([C@H](C)CO)C(=O)c2cc(NC(=O)Nc3ccc(F)cc3)ccc2O[C@H]1CN(C)C(=O)Nc1ccc(C(F)(F)F)cc1` gave NSD2 inh -12.
`C[C@H](CO)N1C[C@H](C)[C@H](CN(C)Cc2ccc(C(=O)O)cc2)Oc2ccc(NS(C)(=O)=O)cc2C1=O` gave NSD2 inh 2.
`C[C@H](CO)N1C[C@H](C)[C@H](CN(C)C)Oc2cc(C3=CCCC3)ccc2S1(=O)=O` gave NSD2 inh -5.
`CC(C)NC(=O)N(C)C[C@H]1Oc2ncc(-c3cccc(C#N)c3)cc2C(=O)N([C@@H](C)CO)C[C@@H]1C` gave NSD2 inh -2.
Screening COC1(C2=NCCN2)COc2ccccc2O1 (stereo unspecified) returned NSD2 inh 1.
C[C@H]1CN([C@@H](C)CO)C(=O)c2cc(C#Cc3cccc(F)c3)cnc2O[C@@H]1CN(C)C(=O)c1ccccc1F was read as NSD2 inh -4.
For O=C(O)CCCCCCC(=O)N/N=C/c1ccccc1O the results were NSD2 inh 4.
Cc1ccc(S(=O)(=O)Nc2ccc3c(c2)C(=O)N([C@H](C)CO)C[C@H](C)[C@H](CN(C)C(=O)c2ccccc2)OCCCC[C@@H](C)O3)cc1 was read as NSD2 inh -2.
For C[C@H]1CN([C@@H](C)CO)C(=O)Cc2cc(NC(=O)CCC(F)(F)F)ccc2O[C@@H]1CN(C)Cc1ccc(C(=O)O)cc1 the results were NSD2 inh -1.
Screening C[C@@H]1CN([C@H](C)CO)S(=O)(=O)c2ccc(C#CCC3CCCC3)cc2O[C@@H]1CN(C)C(=O)CC1CC1 returned NSD2 inh 3.
`CC(O)c1cc(-c2ccc(Cl)cc2Cl)no1` (stereo unspecified) gave NSD2 inh -7.
For COc1ccc(NC(=O)Nc2ccc3c(c2)C(=O)N([C@H](C)CO)C[C@@H](C)[C@@H](CN(C)Cc2ccc(C(F)(F)F)cc2)O3)cc1 the results were NSD2 inh -7.
`C[C@@H]1CN([C@@H](C)CO)C(=O)c2cc(-c3cccnc3)cnc2O[C@@H]1CN(C)C(=O)c1cccc(F)c1` gave NSD2 inh -3.
Screening COc1ccc(NC(=O)N(C)C[C@H]2OCc3ccccc3-c3ccccc3C(=O)N([C@H](C)CO)C[C@H]2C)cc1 returned NSD2 inh 3.
`Cc1noc(C)c1NC(=O)Nc1ccc2c(c1)C(=O)N([C@@H](C)CO)C[C@H](C)[C@H](CN(C)S(=O)(=O)c1cccs1)OCCCC[C@H](C)O2` gave NSD2 inh -2.
Screening C[C@@H]1CN([C@@H](C)CO)C(=O)c2cc(C#Cc3ccccc3)cnc2O[C@H]1CN(C)CC1CCOCC1 returned NSD2 inh -2.
Screening C[C@H](CO)N1C[C@H](C)[C@H](CN(C)Cc2ccncc2)Oc2ncc(C#Cc3ccc(F)cc3)cc2C1=O returned NSD2 inh -2.
`C[C@H](CO)N1C[C@H](C)[C@@H](CN(C)Cc2ccncc2)OCCCC[C@H](C)Oc2ccc(NS(C)(=O)=O)cc2C1=O` gave NSD2 inh inconclusive.
For COc1ccc(NC(=O)N(C)C[C@@H]2OCCCC[C@H](C)Oc3ccc(NC(=O)CCCN(C)C)cc3C(=O)N([C@H](C)CO)C[C@@H]2C)cc1 the results were NSD2 inh 0.
`C[C@@H]1CN([C@H](C)CO)C(=O)c2cc(-c3ccncc3)cnc2O[C@@H]1CN(C)C(=O)Cc1cccnc1` gave NSD2 inh 3.
C[C@H](CO)N1C[C@H](C)[C@H](CN(C)Cc2cccc(C(F)(F)F)c2)Oc2ncc(-c3ccccc3)cc2C1=O was read as NSD2 inh 5.
`COc1ccc(NC(=O)N(C)C[C@@H]2OCCCC[C@H](C)Oc3ccc(NC(=O)CCC(F)(F)F)cc3C(=O)N([C@@H](C)CO)C[C@@H]2C)cc1` gave NSD2 inh -4.
For C[C@H]1CN([C@@H](C)CO)C(=O)c2cc(NS(=O)(=O)c3ccc(F)cc3)ccc2O[C@H]1CN(C)S(=O)(=O)c1cn(C)cn1 the results were NSD2 inh 3.
For COc1ccc(S(=O)(=O)Nc2ccc3c(c2)C(=O)N([C@@H](C)CO)C[C@H](C)[C@@H](CN(C)C(=O)Nc2ccc(F)cc2)OCCCC[C@H](C)O3)cc1 the results were NSD2 inh -6.
Screening CC(=O)N(C)C[C@H]1Oc2ncc(C#Cc3cccnc3)cc2C(=O)N([C@@H](C)CO)C[C@H]1C returned NSD2 inh -3.
For C[C@@H]1CN([C@H](C)CO)S(=O)(=O)c2ccc(C#Cc3ccccc3)cc2O[C@H]1CN(C)S(=O)(=O)c1ccccc1F the results were NSD2 inh -6.
`C[C@H]1CN([C@@H](C)CO)C(=O)Cc2cc(NC(=O)Cn3cnnn3)ccc2O[C@H]1CN(C)CC1CC1` gave NSD2 inh 12.
Screening O=C(C[C@H]1C[C@H]2c3cc(NC(=O)c4ccc5c(c4)OCO5)ccc3O[C@H]2[C@@H](CO)O1)NCCc1ccccc1 returned NSD2 inh 6.
For O=C(CCCCCC(=O)N/N=C/c1ccc(Br)o1)NO the results were NSD2 inh -4.
COc1ccc([Si](C)(C)[C@@H]2[C@@H](CCO)O[C@]3(C(=O)N(Cc4cccc(NC(C)=O)c4)c4ccccc43)[C@H]2C)cc1 was read as NSD2 inh -1.
Screening CCC(=O)N(C)C[C@H]1Oc2ncc(C#C[C@H](C)O)cc2C(=O)N([C@H](C)CO)C[C@H]1C returned NSD2 inh 6.
`COCCOC(=O)N1C(=O)[C@@]2(c3ccccc31)[C@H](c1ccccc1OCCO)N1[C@H](c3ccccc3)[C@H](c3ccccc3)OC(=O)[C@H]1[C@@H]2C(=O)N1CCc2cc(OC)c(OC)cc2C1` gave NSD2 inh 0.
For Cc1noc(C)c1NC(=O)Nc1ccc2c(c1)C(=O)N([C@H](C)CO)C[C@H](C)[C@H](CN(C)S(=O)(=O)c1ccc(Cl)cc1)O2 the results were NSD2 inh -4.
COc1ccc(CN(C)C[C@@H]2Oc3ccc(NC(=O)Nc4ccccc4)cc3CC(=O)N([C@H](C)CO)C[C@H]2C)cc1 was read as NSD2 inh -5.
For C[C@H](CO)N1C[C@H](C)[C@H](CN(C)S(=O)(=O)c2cccs2)Oc2ncc(C#CC(C)(C)O)cc2C1=O the results were NSD2 inh 4.
For C[C@@H]1CN([C@H](C)CO)C(=O)c2cccc(NC(=O)Nc3ccc(F)cc3)c2O[C@@H]1CN(C)C the results were NSD2 inh 0.
`COc1ccccc1S(=O)(=O)N(C)C[C@@H]1Oc2cc(/C=C/c3ccccc3)ccc2S(=O)(=O)N([C@H](C)CO)C[C@H]1C` gave NSD2 inh 12.
Screening C[C@@H]1CN([C@@H](C)CO)C(=O)Cc2cc(NC(=O)Cc3ccccc3)ccc2O[C@H]1CN(C)S(=O)(=O)c1ccc(Cl)cc1 returned NSD2 inh -6.
COCCOC(=O)N1C(=O)[C@@]2(c3cc(C#CCCO)ccc31)[C@H](c1ccccc1OCCO)N1[C@H](c3ccccc3)[C@H](c3ccccc3)OC(=O)[C@H]1[C@@H]2C(=O)NC[C@H](O)c1ccccc1 was read as NSD2 inh -4.
Screening C[C@@H]1CN([C@@H](C)CO)C(=O)c2cc(NS(C)(=O)=O)ccc2O[C@@H](C)CCCCO[C@H]1CN(C)C returned NSD2 inh 3.
CC(C)NC(=O)N(C)C[C@@H]1Oc2c(NC(=O)Nc3ccc(C(F)(F)F)cc3)cccc2C(=O)N([C@@H](C)CO)C[C@@H]1C was read as NSD2 inh -7.
Screening O=C(Nc1ccc2c(c1)[C@@H]1C[C@H](CC(=O)N3CCCCC3)O[C@@H](CO)[C@@H]1O2)Nc1ccccc1F returned NSD2 inh -4.
C[C@@H]1CN([C@@H](C)CO)S(=O)(=O)c2ccc(C#Cc3ccccc3)cc2O[C@@H]1CN(C)C(=O)CN(C)C was read as NSD2 inh 10.
C[C@H](CO)N1C[C@H](C)[C@H](CN(C)C(=O)Nc2ccccc2)OCCCC[C@H](C)Oc2ccc(NC(=O)c3ccccc3)cc2C1=O was read as NSD2 inh -4.
For C[C@@H]1CN([C@@H](C)CO)C(=O)c2cc(NC(=O)CCC(F)(F)F)ccc2O[C@H]1CN(C)S(=O)(=O)c1cccs1 the results were NSD2 inh 2.
For CC(C)NC(=O)N(C)C[C@H]1Oc2c(NC(=O)Nc3cccc4ccccc34)cccc2C(=O)N([C@H](C)CO)C[C@@H]1C the results were NSD2 inh -3.
C=CCNC(=O)[C@H]1[C@@H]2C(=O)O[C@@H](c3ccccc3)[C@@H](c3ccccc3)N2[C@@H](c2ccc(O)cc2)[C@]12C(=O)N(C(=O)OCCOC)c1ccc(C#CC3=CCCCC3)cc12 was read as NSD2 inh -3.
For COc1ccc(CN(C)C[C@H]2OCCCC[C@H](C)Oc3ccc(NS(=O)(=O)c4c(C)noc4C)cc3C(=O)N([C@H](C)CO)C[C@@H]2C)cc1 the results were NSD2 inh 3.
C[C@@H]1CN([C@H](C)CO)C(=O)c2ccccc2-c2ccccc2CO[C@@H]1CN(C)C(=O)[C@@H]1CCCN1C was read as NSD2 inh -3.
For C[C@H](CO)N1C[C@H](C)[C@@H](CN(C)C(=O)Cc2ccccc2)Oc2cc(C#CC3(O)CCCC3)ccc2S1(=O)=O the results were NSD2 inh -1.
COc1ccc(S(=O)(=O)Nc2ccc3c(c2)CC(=O)N([C@@H](C)CO)C[C@H](C)[C@@H](CN(C)Cc2ccc4c(c2)OCO4)O3)cc1 was read as NSD2 inh -5.
`O=c1c(O[C@@H]2O[C@H](CO)[C@@H](O)[C@H](O)[C@H]2O)c(-c2ccc(O)cc2)oc2cc(O)cc(O)c12` gave NSD2 inh -8.
Screening CC(C)C#Cc1cnc2c(c1)C(=O)N([C@@H](C)CO)C[C@@H](C)[C@H](CN(C)C(=O)Cc1ccccn1)O2 returned NSD2 inh 2.
Screening C[C@@H]1CN([C@@H](C)CO)C(=O)c2cccc(NS(=O)(=O)c3ccccc3)c2O[C@H]1CN(C)Cc1ccncc1 returned NSD2 inh 5.
COc1ccccc1S(=O)(=O)N(C)C[C@H]1Oc2ncc(-c3ccc(C)cc3)cc2C(=O)N([C@H](C)CO)C[C@@H]1C was read as NSD2 inh -1.
For Cc1noc(C)c1S(=O)(=O)Nc1ccc2c(c1)C(=O)N([C@H](C)CO)C[C@@H](C)[C@@H](CN(C)C(=O)NC(C)C)OCCCC[C@H](C)O2 the results were NSD2 inh 2.
C[C@@H]1CCCCO[C@H](CN(C)C(=O)CCC(F)(F)F)[C@H](C)CN([C@H](C)CO)C(=O)c2cc(NC(=O)c3ccccc3)ccc2O1 was read as NSD2 inh 12.
For C[C@H](CO)N1C[C@H](C)[C@H](CN(C)C(=O)Nc2ccc(F)cc2)OCCCC[C@H](C)Oc2ccc(NC(=O)c3ccccc3)cc2C1=O the results were NSD2 inh -1.
CN1CCN(C(=O)C2=C[C@@H](c3coc4ccccc4c3=O)C[C@@H](OCc3ccc(CO)cc3)O2)CC1 was read as NSD2 inh 29.
NC(=O)Cc1ccc(O)c(Cl)c1 was read as NSD2 inh 1.
Screening C[C@H](CO)N1C[C@H](C)[C@@H](CN(C)Cc2ccncc2)Oc2ccc(NC(=O)CCCCCC(=O)Nc3ccccc3N)cc2CC1=O returned NSD2 inh -46.
`C[C@H](CO)N1C[C@H](C)[C@H](CN(C)S(=O)(=O)c2cccs2)Oc2ncc(C#Cc3ccccc3)cc2C1=O` gave NSD2 inh -7.
Screening C[C@H]1CN([C@@H](C)CO)C(=O)Cc2cc(NC(=O)C3CCCCC3)ccc2O[C@@H]1CN(C)CC1CCCCC1 returned NSD2 inh -2.
C[C@H](CO)N1C[C@H](C)[C@H](CN(C)Cc2ccc(-c3ccccc3)cc2)Oc2ccc(NC(=O)Cn3cnnn3)cc2C1=O was read as NSD2 inh 2.
For O=C(CC1CC1)Nc1ccc2c(c1)[C@@H]1C[C@H](CC(=O)N3CCOCC3)O[C@@H](CO)[C@@H]1O2 the results were NSD2 inh 1.
COc1ccc(CN(C)C[C@@H]2Oc3c(NC(=O)Nc4ccc(C(F)(F)F)cc4)cccc3C(=O)N([C@H](C)CO)C[C@H]2C)cc1 was read as NSD2 inh -9.
Screening C[C@H]1CN([C@@H](C)CO)S(=O)(=O)c2ccc(-c3ccncc3)cc2O[C@H]1CN(C)S(C)(=O)=O returned NSD2 inh 11.
Screening O=C(C[C@H]1C[C@H]2c3cc(NC(=O)Nc4ccccc4F)ccc3O[C@H]2[C@@H](CO)O1)NCC(F)(F)F returned NSD2 inh -1.
